From PubChem BioAssay
SKBR3 24h inh: SK-BR-3 proliferation inhibitors. hit rate 0.47% among 41,000. AID 847. viability, % at 10 µM. SK-BR-3 viability, CellTiter-Glo ATP luminescence, 24 h; active compounds read low;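 active means viability at or below the median of all test compounds minus 3 SD, in both replicates if run twice, cut at about 45% in these data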;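 further: 100% = median untreated cell wells and 0% = median positive control drug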
* = called active by the depositor.

SMILES	SKBR3 24h inh
CS(=O)(=O)N(CC(=O)Nc1ccccc1C(=O)N1CCOCC1)c1ccc2c(c1)OCO2	102.6
CCOC(=O)CSc1nc2cc(C)cc(C)c2cc1C#N	91.8
CCOC(=O)N1CCN(C(=O)CN(C2CCCCC2)S(=O)(=O)c2ccc(C)cc2)CC1	89.5
NS(=O)(=O)c1ccc(CCNC(=O)CCC2COc3ccccc3O2)cc1 (stereo not given)	80.1
Cc1cc(C)c2[nH]c(=O)c(C(c3nnnn3C3CCCC3)N3CCOCC3)cc2c1 (stereo not given)	93.4
COC(=O)COc1ccc(S(=O)(=O)NCc2ccco2)cc1	114.2
O=C(c1ccco1)N1CCN(c2nc3ccccc3n3nnnc23)CC1	78.4
Nc1nc2n(n1)C(c1cccs1)CC(c1ccc(F)cc1)N2 (stereo not given)	82.6
COc1ccc(Nc2ncnc3c2cnn3Cc2ccccc2)cc1	87.3
N/C(=N\O)c1ccc(NC(=O)c2cccs2)cc1	87.4
CCOC(=O)C1CCCCN1Cc1cc(Cl)ccc1O (stereo not given)	90.7
O=C(O)/C(=C1/OC(=O)c2ccccc21)c1ccccc1	98.0
C/C(N)=C(\C#N)C(=O)NCc1ccccn1	92.8
COCCSc1nnc(-c2cccc(C#N)c2)n1C	107.1
Cc1ccc2[nH]c3c(c2c1)CN(C(=O)CN1CCN(c2ccccc2F)CC1)CC3	85.9
Cn1c(C(C#N)C(=O)c2ccco2)nc2ccccc21 (stereo not given)	129.4
FC(F)(F)c1cc(-c2ccco2)nc(NCc2cccnc2)n1	100.7
CC(C)n1c(SCC(N)=O)nc2c1c(=O)[nH]c(=O)n2C	89.2
Clc1ccc(SCc2cn3ccsc3n2)cc1	81.1
CN(CC(=O)O)S(=O)(=O)c1cc(Cl)ccc1Cl	102.7
Cc1nn(-c2ccccc2)c2sc(C(=O)n3cccn3)cc12	77.1
COc1ccc(-c2nnc(SCC(=O)N3CCOCC3)o2)cc1	82.3
COCCN1C(=O)C(=O)/C(=C(/O)c2ccc(OCC(C)C)cc2)C1c1cccnc1 (stereo not given)	91.4
CN(C(=O)c1cc2sccc2n1C)C1CCCCC1	74.1
Cc1cc(O)ccc1Nc1nc(-c2sc(N)nc2C)cs1	104.3

Exported field by field: four of the compounds above
> FC(F)(F)c1cc(-c2ccco2)nc(NCc2cccnc2)n1
  SKBR3 24h inh = 100.7

> COc1ccc(-c2nnc(SCC(=O)N3CCOCC3)o2)cc1
  SKBR3 24h inh = 82.3

> Cc1cc(O)ccc1Nc1nc(-c2sc(N)nc2C)cs1
  SKBR3 24h inh = 104.3

> CCOC(=O)CSc1nc2cc(C)cc(C)c2cc1C#N
  SKBR3 24h inh = 91.8

The results go on:
SMILES	SKBR3 24h inh
O=C(C1CCN(C2CC(=O)N(c3ccc(F)cc3)C2=O)CC1)N1CCOCC1 (stereo not given)	93.2
Cc1nc2ccccn2c1C(=O)NCc1ccc2c(c1)OCO2	115.4
COc1ccc(C(=O)Nc2cccc(C(=O)N3CCCC3)c2)cc1	120.7
c1ccc(Cc2nn3c(Cn4cnc5ccccc54)nnc3s2)cc1	97.5
CC(C)(/C=N/O)/[N+]([O-])=C/c1ccco1	96.2
CCOC(=O)c1cc2sccc2n1Cc1ccccc1	111.5
Cc1nc(NCCc2cnc[nH]2)c2oc3ccccc3c2n1	88.7
O=C(Nc1ccc2c(c1)OCO2)c1ccc(Br)c(S(=O)(=O)N2CCCC2)c1	95.3
O=C(O)c1ccc(-n2cccc2)cc1O	99.5
COc1ccc(OC)c(NS(=O)(=O)c2cc(OC)ccc2OC)c1	91.2
COC(=O)c1cc(Br)c(=O)n(Cc2ccc(OC)c(OC)c2)c1	95.7
COc1cc(-c2nnn(CC(=O)NC3CCS(=O)(=O)C3)n2)ccc1OCc1ccccc1 (stereo not given)	89.2
Cc1cccc(OCCCC(=O)Nc2ccc(S(=O)(=O)Nc3onc(C)c3C)cc2)c1C	98.5
O=C1Nc2ccc(S(=O)(=O)N3CCOCC3)c3cccc1c23	99.2
COc1cccc(CNC(=O)c2ccccc2N)c1	75.8
O=C(Nc1ccccc1C(F)(F)F)N1CCC(n2c(=O)[nH]c3ccccc32)CC1	91.7
COCCn1c(-c2ccccc2F)n[nH]c1=S	96.8
COc1cc(Cn2c(-c3nonc3N)nc3ccccc32)ccc1C	35.5*
CCOc1ccc(-c2nn[nH]n2)cc1	97.4
COc1ccc(NC(=O)c2cnn3c(C(F)(F)F)cc(-c4ccco4)nc23)cc1OC	84.9
CSc1nc(N)nc(SCC(=O)OC(C)C)c1C#N	77.8
c1ccc(Nc2nc(-c3cccnc3)cs2)nc1	80.0
COc1ccc(-n2c(SCc3ccc(C#N)cc3)nnc2-c2ccccn2)cc1	81.3
COCCNC(=O)C(c1cccs1)N(CCc1ccccc1)C(=O)Cn1nnc2ccccc21 (stereo not given)	108.4
CCOC(=O)c1c(NC(=O)c2nn(CC)cc2Br)sc(C)c1C	95.8

Further structures follow.
SMILES	SKBR3 24h inh
CCC(=O)N(Cc1cc2cccc(C)c2[nH]c1=O)c1ccccc1OC	79.3
Cc1cc(C(=O)N2CCN(S(C)(=O)=O)CC2)cs1	130.0
CC1=Nn2c(nnc2-c2ccc(F)cc2)SC1	89.5
CCC(CC)C(=O)NCCNC(=O)C(CC)CC	108.9
N#Cc1c(N2C(=O)C3C4C=CC(C4)C3C2=O)sc2c1CCC2 (stereo not given)	72.4
CCOC(=O)C1Cc2ccccc2CN1 (stereo not given)	97.3
CN(C)CC1(c2ccccc2)CCCC1	24.9*
COc1ccc(NC(=O)c2nc[nH]c2C(=O)Nc2ccccc2C)cc1	83.8
O=C(NCCCN1CCCC1=O)c1csc2ccccc12	99.1
CCOC(=O)N1CCN(c2nc3ccccc3nc2C(C#N)C(=O)NCCc2ccccc2)CC1 (stereo not given)	92.7
CCN(CC)CC(=O)c1c[nH]c2ccc(C)cc12	117.9
Cc1ccccc1OCC(O)Cn1c(NCc2ccco2)nc2c1c(=O)[nH]c(=O)n2C (stereo not given)	100.1
CCCCn1nc(NC(=O)c2cccs2)c2cc3cc(OC)ccc3nc21	83.6
CC(=O)c1c(C)oc(C)c1CSCc1ccc(C(=O)O)o1	99.2
O=C(NCc1ccccn1)C1COc2ccccc2O1 (stereo not given)	90.0
COc1ccc(C2NC3=C(CCC3)C3(C#N)C4(N=C(N)C23C#N)OCCO4)cc1 (stereo not given)	86.7
COc1ccc(-c2nnc(SCC(=O)NC(=O)NCc3ccco3)o2)cc1	84.4
COC(=O)CSc1n[nH]c(-c2ccncc2)n1	83.1
COCCn1c(COc2ccc(OC)cc2)nc2ccccc21	84.0
COc1ccc(-c2cnc(SCC(=O)Nc3cc(C)on3)n2Cc2ccco2)cc1	76.8
O=C(O)Cn1c(SC2CCCCC2)nc2ccccc21	139.7
C1CCN(c2nc(N3CCCCC3)nc(N3CCNCC3)n2)CC1	99.8
O=C(CSc1nnc(-c2c[nH]c3ccccc23)o1)N1CCCCC1	116.0
CN1C(=O)NC(NC(=O)C2CCCCC2)(C(F)(F)F)C1=O (stereo not given)	89.6
Nc1cccc(C(=O)Nc2ccc(N)cc2Cl)c1	75.9

Other results follow.
SMILES	SKBR3 24h inh
CCCCN(CC)CCNS(=O)(=O)c1ccc2c(c1)oc(=O)n2C	79.3
Cc1ccc(S(=O)(=O)Cn2cnnn2)cc1	102.6
CC(=O)CCc1c(C)[nH]c2ccc(NC(C)=O)cc2c1=O	94.2
CC(=O)c1cnc(Nc2nc(C)c3ccc(C)cc3n2)nc1C	93.1
CCN(CC)C(=O)Oc1ccccc1NC(C)=O	93.5
CC(NC(=O)c1cccs1)c1ccc2c(c1)OCO2 (stereo not given)	86.2
C[C@]12CC[C@@H]3c4ccc(O)cc4C(=O)C[C@H]3[C@@H]1CC[C@@H]2O	73.0
Cn1c(SCC(=O)N2CCOCC2)nnc1-c1cccc(NC(=O)c2ccccc2)c1	105.0
CCc1nnc(NC(=O)CSc2nnc(Cc3ccc(OC)cc3)o2)s1	68.6
Cc1ccc(NC(=O)c2ccco2)cc1NC(=O)CSc1nnc(-c2cccs2)n1C	78.2
c1ccc(-c2cc3c(-n4cccc4)ncnc3o2)cc1	94.8
CCc1c(C)sc(NC(=O)c2cc(C)on2)c1C#N	87.5
CCC(C)NS(=O)(=O)c1ccc(OCC(=O)NCc2ccc3c(c2)OCO3)cc1 (stereo not given)	79.2
COc1ccc(S(=O)(=O)NCCSCc2cccs2)cc1	98.7
O=C1c2ccccc2-c2ncnc3cccc1c23	114.2
COc1ccc(-n2nnnc2SCC(N)=O)cc1	81.8
Cc1ccc(-n2nc(C)c3cc(C(=O)O)sc32)cc1	104.8
Cc1ccc(-c2ccc(=O)n(CC(=O)N3CCN(c4cccc(C)c4)C(C)C3)n2)cc1 (stereo not given)	101.5
O=C(O)CC(C(=O)O)c1cn(Cc2ccccc2)c2ccccc12 (stereo not given)	86.6
C=CCc1cc(/C=N/n2cnnc2)cc(OCC)c1O	78.6
Cc1cc(-c2ccc(F)cc2)nc2cc(C(N)=O)nn12	82.2
Cc1ccc2[nH]c(=O)c(CN(CCc3ccccc3)C(c3nnnn3Cc3ccco3)C(C)C)cc2c1 (stereo not given)	130.5
CC(=O)c1cccc(S(=O)(=O)N2CCC(n3nnc4cc(F)ccc43)CC2)c1	99.6
Cc1ncc([N+](=O)[O-])n1CCO	102.8
O=C(CSc1ncnc2c1oc1ccccc12)NCc1ccco1	122.2

(more compounds)
SMILES	SKBR3 24h inh
CCOC(=O)c1cnc(Nc2nc3ccccc3o2)nc1CSc1nnc(C)s1	81.0
CCCCCOc1ccc(N2C(=O)CC(N(O)c3ccccc3)C2=O)cc1 (stereo not given)	83.7
Cc1cc(C)nc(SCCC(=O)N2CCOCC2)n1	99.0
CC12CN3CC(C)(CN(C1)C3c1ccc(Br)cc1O)C2 (stereo not given)	80.5
CCN(C(=O)c1cc2cc(OC)ccc2oc1=O)c1ccccc1	90.4
Cn1c(C(=O)OC(C(=O)NC2CCCC2)c2cccnc2)cc2sccc21 (stereo not given)	80.7
CCCCOC(=O)N1CCOCCOCCN(C(=O)OCCCC)CCOCCOCC1	99.9
c1cncc(CSc2nnc(-c3cccnc3)n2Cc2ccco2)c1	92.1
CCN(CC)c1ccc(/C=N/n2c(C)cc(C)cc2=O)cc1	84.5
O=C1C(Cl)=C(NCCCN2CCOCC2)C(=O)N1CCc1ccccc1	91.5
COc1ccccc1Nc1ncnc2c1cnn2-c1cccc(C)c1	88.2
C=CCn1c(SCC(=O)NCc2ccco2)nc2sc3c(c2c1=O)CCCCC3	105.7
COC(=O)C1=C(CN2CCc3ccccc32)NC(=O)NC1c1cc(C)ccc1C (stereo not given)	85.5
COC(=O)C1=C(C)N(C)C(=O)NC1c1cc(Cl)cc(Cl)c1OC (stereo not given)	85.0
COc1ccc(N(CC(=O)N2CCCCC2)S(=O)(=O)c2ccccc2)c(OC)c1	84.0
CC(C)c1ccc(-c2nc(N3CCOCC3)[nH]c(=O)c2C#N)cc1	98.2
Cc1ccc(S(=O)(=O)Cn2nnnc2C(c2ccc(F)cc2)N2CCCCC2)cc1 (stereo not given)	83.3
CCS(=O)(=O)Nc1c(C(=O)O)[nH]c2ccccc12	113.5
CCOC(=O)c1ccccc1NC(=O)CC(C)CC(=O)O (stereo not given)	84.4
COC(=O)C1=C(N)Oc2cc(C)[nH]c(=O)c2C1c1ccncc1 (stereo not given)	93.0
Cc1ccc(C(C)n2cc(C(=O)NCCN3CCN(C)CC3)nn2)cc1 (stereo not given)	63.7
CCOC(=O)c1cnc(SCC(=O)c2ccc3c(c2)OCCO3)nc1N	50.6
Cc1[nH]c2ccc(-c3n[nH]c(=S)n3C)cc2c1C	121.9
NS(=O)(=O)c1ccc(NC(=O)CSc2ccccn2)cc1	90.6
Cc1ccc(S(=O)(=O)N2CCN(CCO)CC2)cc1-c1nnc2c3ccccc3c(C)nn12	91.0

(list continues)
SMILES	SKBR3 24h inh
O=C(NC1CC2CCCC(C1)N2C(=O)NCc1ccccc1)C1CC1 (stereo not given)	120.1
COc1ccc(NC(=O)NCCN2CCc3ccccc3C2)cc1	80.1
CCC(C)(C)NC(=O)C(c1ccco1)N(C(=O)Cn1nnc2ccccc21)c1ccc2c(c1)OCO2 (stereo not given)	86.2
Cc1ccc(CSc2nnnn2C)cc1	86.2
Nc1nnc(SCc2ccccc2Cl)s1	105.4
CCCCOC(=O)C(C)c1c(C)[nH]c(=S)[nH]c1=O (stereo not given)	101.4
CC1CCc2cc(F)ccc2N1C(=O)c1ccc2c(c1)OCO2 (stereo not given)	101.9
CNS(=O)(=O)c1cccc2nsnc12	89.4
COc1cc(-n2c(C)nc3cc(C(=O)N4CCOCC4)ccc32)cc(OC)c1OC	98.9
COc1cc(Cl)c(C)cc1NC(=O)COC(=O)c1cnc(C)cn1	71.8
Cc1cc(-c2ccccc2)nc2cc(C(N)=O)nn12	76.1
COc1cccc(OC)c1C(=O)Nc1ccc(N2CCN(S(C)(=O)=O)CC2)cc1	116.4
Cc1nnc2sc(-c3ccco3)nn12	128.0
CCCCCCNC(=O)c1c(N)n(/N=C/c2ccco2)c2nc3ccccc3nc12	89.6
O=C(NCc1ccco1)c1ccc(COCC(F)(F)C(F)F)cc1	100.9
CCCNC(=O)Nc1cc(C)on1	79.2
CCOC(=O)N1CCN(C(=O)C2CCN(S(=O)(=O)c3cc(Cl)ccc3Cl)CC2)CC1	102.4
CN(C)CC(=O)N1c2ccccc2CCc2ccc(NC(=O)c3ccc(N)cc3)cc21	100.3
CC1(C)Cc2nc(-c3ccccc3)n3cnnc3c2CO1	93.1
CCCCOc1ccccc1P(=O)(O)CP(=O)(c1ccccc1)c1ccccc1	82.9
NS(=O)(=O)c1ccc(CCNC2CC(=O)N(Cc3ccccc3)C2=O)cc1 (stereo not given)	86.7
COc1cccc(NC(=O)N2CCN(Cc3nc4ccccc4c(=O)[nH]3)CC2)c1	81.3

In another format: entries from further up
> CCCCCCNC(=O)c1c(N)n(/N=C/c2ccco2)c2nc3ccccc3nc12
  SKBR3 24h inh: 89.6
> CCCNC(=O)Nc1cc(C)on1
  SKBR3 24h inh: 79.2
> CCOC(=O)N1CCN(C(=O)C2CCN(S(=O)(=O)c3cc(Cl)ccc3Cl)CC2)CC1
  SKBR3 24h inh: 102.4
> Cc1ccc(CSc2nnnn2C)cc1
  SKBR3 24h inh: 86.2

This is a subset; the hit share may differ from the screen's.
